Source: PubChem (several laboratories)
Kir21 inh: inhibitors of mouse Kir2.1 inward-rectifier potassium channel; P35561; HEK293-Kir2.1, FluxOR thallium flux fluorescence; hits give low values; B-score at 10 µM; 310,000 tested, 0.85% active; AID 1672;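 active = fluorescence ratio B-score at or below minus 3 SD of library scores, with starting-brightness B-score within 2 SD, cut at about -4.2 in these data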;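 note: channel flux triggered by added potassium and thallium sulfate stimulus; B-score of peak minus minimum fluorescence over baseline after thallium stimulus; more negative B-score means stronger Kir2.1 block with less thallium influx; some compounds called inactive have numbers as strong as hits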
KCNQ2 block: KCNQ2 channel blockers in CHO-K1 cells – cell-based, FluxOR thallium flux, B-score, primary screen (AID 2156). B-score at 10 µM. 20 min; hits give low values. 310,000 tested, 1.1% active. O88943;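 active = fluorescence ratio B-score at most minus 3 library SDs, with starting brightness B-score within 2 library SDs, cut at about -5.5 in these data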
Target sequence (O88943 whole entry, looked up): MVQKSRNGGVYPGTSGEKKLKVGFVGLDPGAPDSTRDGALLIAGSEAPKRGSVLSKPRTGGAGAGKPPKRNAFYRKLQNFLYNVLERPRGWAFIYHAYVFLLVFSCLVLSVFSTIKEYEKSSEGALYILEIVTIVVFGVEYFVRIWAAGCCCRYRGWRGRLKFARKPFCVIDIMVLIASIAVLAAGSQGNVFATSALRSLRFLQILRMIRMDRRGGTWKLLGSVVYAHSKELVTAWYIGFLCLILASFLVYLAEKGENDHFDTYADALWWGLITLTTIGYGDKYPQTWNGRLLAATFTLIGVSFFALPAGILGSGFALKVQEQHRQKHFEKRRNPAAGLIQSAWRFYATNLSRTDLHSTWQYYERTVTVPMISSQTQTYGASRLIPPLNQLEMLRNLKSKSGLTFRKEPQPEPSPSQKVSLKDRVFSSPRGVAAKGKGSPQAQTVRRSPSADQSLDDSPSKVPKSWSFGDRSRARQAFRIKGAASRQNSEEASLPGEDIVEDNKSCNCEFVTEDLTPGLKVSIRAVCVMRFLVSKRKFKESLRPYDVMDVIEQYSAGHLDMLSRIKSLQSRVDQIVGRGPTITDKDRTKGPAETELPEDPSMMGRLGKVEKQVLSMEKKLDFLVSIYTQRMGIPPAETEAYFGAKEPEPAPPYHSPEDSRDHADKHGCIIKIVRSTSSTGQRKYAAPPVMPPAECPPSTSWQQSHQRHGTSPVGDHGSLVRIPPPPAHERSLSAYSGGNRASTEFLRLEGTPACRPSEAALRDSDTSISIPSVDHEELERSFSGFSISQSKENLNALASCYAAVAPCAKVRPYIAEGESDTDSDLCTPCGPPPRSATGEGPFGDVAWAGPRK
STK33 kinase inh: inhibitors of human STK33 kinase. 320,000 tested, 0.073% active. inhibition, % at 10 µM. Q9BYT3. AID 2661. purified STK33, MBP phosphorylation, ADP-Glo luminescence;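 active = inhibition at or above 25%, using the most active replicate where run in duplicate; inactive = inhibition below 25%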
Numbers without * were called inactive; i = inactive; . = not tested or not shown; & = joins results of further samples.

cpd	structure	Kir21 inh	KCNQ2 block	STK33 kinase inh
1	O=C(NC1CCCCC1)C1CCN(c2ncccn2)CC1	0.1	i	0.1
2	Cc1ccc(C)c(NC(=O)C2COc3ccccc3O2)c1 (stereo not given)	0.44	i	0.2
3	O=C(NCCc1nnc2ccc(NCc3ccc(Cl)cc3)nn12)c1ccccc1	-0.29	i	-0.6
4	O=C(C1=C[C@H](c2ccc(Br)cc2)C[C@H](OCCCCO)O1)N1CCN(Cc2ccccc2)CC1	-0.58	i	0.4
5	CN1CCN(C(=O)c2ccc3c(=O)n4c(nc3c2)CCCCC4)CC1	-0.01	i	-1.8
6	CCC(C)NC(=O)c1cn(-c2cccc(C)n2)cn1 (stereo not given)	3.8	i	-3.1
7	CCc1cccc(C)c1NC(=O)COC(=O)C(NS(=O)(=O)c1ccc(Cl)cc1)C(C)O (stereo not given)	-0.76	i	-1.8
8	Cc1ccc(-c2cccc(CN3CCN(C4CCN(C(C)C)CC4)C(CCO)C3)c2)o1 (stereo not given)	-0.75	i	-0.5
9	COc1ccc(-n2nc(C(=O)NCC(=O)N3CCC(C)CC3)c3ccccc3c2=O)c(OC)c1	-2.51	i	-2.3
10	c1ccc(CC2CCN(c3nnnn3-c3ccccc3)CC2)cc1	1.02	i	-1.2
11	O=S(=O)(Nc1ccc(Cl)cn1)c1ccc(Cl)cc1	-0.41	i	-0.5
12	COc1ccccc1COc1ccc2c(C)c(CCC(=O)O)c(=O)oc2c1C	1.2	i	-0.2
13	CC1N/C(=C\C(=O)c2ccccc2)N(O)C1(C)C (stereo not given)	1.52	i	0.1
14	Cc1c(Cl)cccc1NC(=O)C(=O)NNC(=O)c1ccccc1F	-1.55	i	0.3
15	O=C(N/N=C/c1cc(Cl)cc(Cl)c1O)c1ccncc1	-6.02	i	0.9
16	Cc1[nH]c(=S)c(C#N)c(C)c1Cc1ccc(Cl)cc1Cl	0.06	i	-1.8
17	O=C(NCc1ccccn1)Nc1ccc(Cl)cc1Cl	-0.86	i	-0.4
18	Cc1cc(C)cc(NS(=O)(=O)c2cnc(Cl)c(Cl)c2)c1	-0.98	i	-3.3
19	CCOc1ccc(N(CC(=O)NCCSCc2ccccc2)S(=O)(=O)c2ccccc2)cc1	0.02	i	-0.7
20	CC1CCc2sc(C(=O)OCC(=O)NCc3ccc(F)cc3)cc2C1 (stereo not given)	-0.91	i	-0.9
21	CCOC(=S)NC(=O)c1sc2ccccc2c1Cl	3.83	i	1.7
22	O=C(CCC(=O)N1CCCCCC1)Nc1ccc([N+](=O)[O-])cc1	1.84	i	1.4
23	COCCNC(=O)CSc1nnc(NC(=O)C2CC(=O)N(c3ccccc3OC)C2)s1 (stereo not given)	1.27	i	0.8
24	COc1ccc(C(=O)NCC(=O)OCc2csc(-c3ccccc3)n2)cc1	-0.61	i	-1.4
25	COc1ccc(OCCSc2nnc(-c3ccccc3)n2N)cc1	0.67	i	-2.3
26	CC(C)C(c1nnnn1Cc1ccc(F)cc1)N1CCN(C2CCCC2)CC1 (stereo not given)	-0.82	i	0.5
27	Cc1ccc(CSc2nnc(-c3ccncc3)n2C)cc1	-1.53	i	-0.5
28	CCN(c1ccc(Cl)cc1)S(=O)(=O)c1nnc(NC(=O)C(C)C)s1	-1.24	i	-0.1
29	CC(C)(C)C1CCC(=NNC(=O)c2cc3c(s2)CCCC3)CC1 (stereo not given)	0.01	i	-0.8
30	CSc1ccc(C(=O)C2CCCN(S(=O)(=O)N(C)C)C2)cc1 (stereo not given)	2.28	i	0.8
31	Cc1ccc(S(=O)(=O)N2CC(O)CC2C(=O)NCc2ccc3c(c2)OCO3)cc1 (stereo not given)	-2.27	i	-0.8
32	Cc1cccc(C(=O)O/N=C/c2ccc(Br)cc2)c1	0.35	i	0.7
33	CC(=O)c1ccc(NC(=S)NC(NC(=O)c2ccco2)C(Cl)(Cl)Cl)cc1 (stereo not given)	0.53	i	0.5
34	COc1ccc(NC2C=CS(=O)(=O)C2)c(OC)c1 (stereo not given)	-0.36	i	-1.5
35	Cc1cc([N+](=O)[O-])ccc1NC(=O)CCC(=O)N1CCCCC1	-1.74	i	-0.7
36	C=C(C)CSc1nc2sc3c(c2c(=O)n1-c1ccccc1)CCN(C)C3	1.4	i	-0.8
37	OC1C(O)C(O)C(O)C(O)C1O (stereo not given)	1.45&1.78&1.45	i	-0.3&-2.1&-0.7
38	CC(C)C(c1nnnn1C(C)(C)C)N1CCN(Cc2cccnc2)CC1 (stereo not given)	1.09	i	-1.5
39	Nc1ccc(C(=O)Nc2ccc(OC(F)(F)C(F)F)c(NC(=O)c3ccc(N)cc3)c2)cc1	0	i	0.5
40	Cc1ccc(-c2noc(C3CCCN(C(=O)c4ccccc4Br)C3)n2)o1 (stereo not given)	-1.41	i	0.2
41	CCOc1cccc(C(=O)Nc2cnn(Cc3ccccc3)c2)c1	0.23	i	0.1
42	C=CCn1c(=N)n(CC(=O)c2ccc(Cl)cc2)c2ccccc21	-1.03	i	-1.0
43	CCCCn1c(=N)n(CC(=O)O)c2ccccc21	0.4	i	-1.8
44	CCN(CC)S(=O)(=O)c1ccc(C(=O)NCC(c2ccc(OC)cc2)N2CCOCC2)cc1 (stereo not given)	0.32	i	-1.5
45	CC(OC(=O)c1cc(=O)[nH]c2ccccc12)C(=O)Nc1ccccc1F (stereo not given)	0.12	i	-0.7
46	COc1ccc(Cc2nnc(NC(=O)c3cc(OC)c(OC)c(OC)c3)s2)cc1	-0.25	i	-1.6
47	CCCCn1nnnc1NCc1ccc(N(CC)CC)cc1	0.05	i	-0.6
48	O=C(COc1ccc([N+](=O)[O-])cc1)NNC(=O)Nc1cccc(F)c1	-1.02	i	-0.1
49	CC1=C([N+](=O)[O-])C(c2ccccc2Cl)NC(=O)N1 (stereo not given)	0.73	i	-0.7
50	Cc1c(C(=O)Nc2ccc3c(c2)OCO3)sc2nc(-c3ccccc3)cn12	-0.64	i	-0.1
51	COCCN1C(=O)CS/C1=C(/C#N)C(=O)NCc1ccco1	0.1	i	0.9
52	CCOCC(=O)Nc1ccc(S(=O)(=O)Nc2ncccn2)cc1	0.65	i	0.5
53	O=C(NCCCc1ccccc1)C(=O)NCC1OCCN1S(=O)(=O)c1cc(F)ccc1F (stereo not given)	2.36	i	0.9
54	O=C(NCc1ccc(Cl)cc1)c1noc2c1CCCC2	0	-6.47*	-2.4
55	N/C(=N\O)c1ccccc1N1CCCCC1	-0.64	i	-0.4
56	CCOc1ccc(C(=O)NCC(=O)N2CCC3(CC2)NCCc2[nH]cnc23)cc1	-1.04	i	-2.2
57	N#Cc1nc(-c2cccc3ccccc23)oc1NCCN1CCOCC1	0.96	i	0.5
58	COc1ccc2c(c1OC)C(=O)N1c3cccc(Cl)c3C(=O)OC21 (stereo not given)	0.71	i	12.1
59	CCOC(=O)N1CCN(C(=O)c2ccc(CNS(=O)(=O)c3ccc(OC)cc3)cc2)CC1	-0.98	i	-0.8
60	O=C(CC1CCCCC1)NCCCN1CCOCC1	0.7	i	-1.4

Part of the list above, field by field.
33: CC(=O)c1ccc(NC(=S)NC(NC(=O)c2ccco2)C(Cl)(Cl)Cl)cc1 (stereo not given)
- Kir21 inh: 0.53
- KCNQ2 block: i
- STK33 kinase inh: 0.5

59: CCOC(=O)N1CCN(C(=O)c2ccc(CNS(=O)(=O)c3ccc(OC)cc3)cc2)CC1
- Kir21 inh: -0.98
- KCNQ2 block: i
- STK33 kinase inh: -0.8

44: CCN(CC)S(=O)(=O)c1ccc(C(=O)NCC(c2ccc(OC)cc2)N2CCOCC2)cc1 (stereo not given)
- Kir21 inh: 0.32
- KCNQ2 block: i
- STK33 kinase inh: -1.5

58: COc1ccc2c(c1OC)C(=O)N1c3cccc(Cl)c3C(=O)OC21 (stereo not given)
- Kir21 inh: 0.71
- KCNQ2 block: i
- STK33 kinase inh: 12.1

Remaining list, next part.
cpd	structure	Kir21 inh	KCNQ2 block	STK33 kinase inh
61	O=C(NCCc1ccccc1)C1CCCN(C(=O)Nc2ccc(F)cc2)C1 (stereo not given)	-0.32	i	-1.2
62	Cn1c(=O)c(S(=O)(=O)C(C)(C)C)c(O)c2ccccc21	0.52	i	-0.3
63	Cc1cccc(OC(=O)c2ccncc2)c1C	1.21	i	-0.7
64	CCOc1ccc(NC(=O)COc2nsnc2N2CCCCC2)cc1	0.53	i	0.7
65	CCN1CCN(c2cc(C)c3cc(NC(=S)N4CCCC4)ccc3n2)CC1	-0.05	i	1.1
66	COc1ccc(N2CCN(CC(=O)Nc3ncc(C)s3)CC2)cc1	0.99	i	-0.8
67	CC(C)Cc1cc(C(=O)N2CCCC(CO)(Cc3ccc(F)cc3)C2)no1 (stereo not given)	-1.7	i	-1.7
68	O=C1CN(C(=O)N[C@@H](Cc2ccccc2)C(=O)N[C@@H](C(=O)O)c2ccccc2)c2ccccc2N1	1.34	i	-1.2
69	O=C(NCc1ccc2c(c1)CCO2)Nc1ccccc1	1.2	i	1.0
70	CCOc1ncccc1C(=O)OCc1ccccc1	-0.48	i	-2.2
71	O=C(NC1CCSC1=O)C1CCCCC1 (stereo not given)	-0.36	i	0.4
72	Cc1ccc(-c2csc3ncnc(Cl)c23)cc1	3.32	i	1.2
73	CCOc1ccc(S(=O)(=O)N(C)c2ccc(OCC(=O)NC3=NCCS3)cc2)cc1	0.74	i	-0.5
74	CC(/C=C/c1ccc2c(c1)OCO2)=N\NC(=O)c1cccc([N+](=O)[O-])c1	1.01	i	-0.9
75	O=C(CCN1C(=O)c2ccccc2C1=O)CN1CCOCC1	-1.7	i	-0.3
76	COCCn1c(SCC(=O)N2CCCCC2)nc2ccccc2c1=O	0.36	i	1.0
77	CCOC(=O)C1=C(C)Nc2ncnn2C1c1ccc2c(c1)OCO2 (stereo not given)	-0.32	i	-0.2
78	Cc1cc(NC(=O)c2cc([N+](=O)[O-])cc([N+](=O)[O-])c2)no1	-0.16	i	-2.5
79	NS(=O)(=O)c1ccc(CCNC(=O)Cn2c(=O)c3cccn3c3cccnc32)cc1	-1.65	i	-1.5
80	CC(C)c1ccc(/C=N/NC(=O)c2nnn(-c3nonc3N)c2CN(C)C2CCCCC2)cc1	0.98	i	-1.6
81	CCCCn1nnc(NC(=O)CC23CC4CC(CC(C4)C2)C3)n1	1.14	i	0.2
82	COc1cc2c(=O)n(Cc3ccccc3)c(=O)n(CC(=O)NCC3CCCO3)c2cc1OC (stereo not given)	0.88	i	-0.5
83	COc1ccc(C(C#N)N2CCC(c3ccccc3)=N2)cc1OC (stereo not given)	1.57	i	.
84	Clc1ccc(CSc2nnc([C@@H]3CCCN3)o2)cc1	-0.39	i	-2.5
85	CCn1c(SCC(=O)NC(C)C(C)C)nc2cc(S(=O)(=O)N3CCOCC3)ccc21 (stereo not given)	-0.53	i	-1.2
86	O=C(CSc1nc2ccsc2c(=O)n1Cc1ccccc1)NCc1ccco1	-0.74	i	-0.8
87	O=C(O)CCC(=O)Nc1ccccc1C(=O)Nc1ccccc1	-0.44	i	-0.1
88	O=C(CC1Sc2ccccc2NC1=O)OC(C(=O)NCCc1ccccc1)c1cccnc1 (stereo not given)	-0.91	i	-2.0
89	CCOc1ccc(S(=O)(=O)N2CC(=O)Nc3ccccc32)cc1C#N	-0.97	i	-0.2
90	N#Cc1c(F)cccc1N1CCOCC1	0.59	i	0.0
91	CC(=O)Nc1ccc(S(=O)(=O)N2CCSC2c2ccco2)cc1 (stereo not given)	-0.07	i	-0.7
92	O=C(CCNC(=O)c1ccc(Br)cc1)NCc1ccccn1	0.61	i	0.3
93	COc1ccccc1CNC(=O)CSC(=S)N1CCCC1	0.98	i	-1.1
94	COc1cccc(NC(=O)CN2C(=O)NC3(CCCC3)C2=O)c1	-1.18	i	-0.7
95	CCN(Cc1ccccc1)S(=O)(=O)c1nc2nc(C)c(C)c(C)n2n1	1.39	i	-1.8
96	O=C(Cn1cc(C(=O)c2cccs2)c2ccccc21)NCc1ccc2c(c1)OCO2	0.61	i	-1.5
97	CCC(C(=O)NCc1ccc(C)o1)n1nc(C)c2c(C)n(-c3ccccc3)nc2c1=O (stereo not given)	0.83	i	-2.0
98	CCOC(=O)N1CCN(C(=O)c2cc3c(=O)n(C)c4ccccc4c3n2C)CC1	-0.06	i	0.3
99	CCOc1ccc(N2C(=O)Nc3ccccc3C2(O)C(=O)NCc2ccc3c(c2)OCO3)cc1 (stereo not given)	0.01	i	-1.4
100	CCOc1ccc(/C=N/NC(=O)COc2ccccc2-c2ccccc2)cc1	1.66	i	-1.2
101	Cc1cc2c(c(=O)o1)C(Cc1ccccc1)C(C#N)=C(N)O2 (stereo not given)	-0.36	i	-0.5
102	CN(C)S(=O)(=O)c1ccc(Cl)c(NC(=O)CN2CCCC2)c1	-0.86	i	-0.2
103	O=C(Nc1ccccc1)Nc1nnc(SCc2ccc(Cl)cc2)s1	0.51	i	-0.8
104	CCOC1=NS(=O)(=O)c2ccccc21	0	i	-0.2
105	COc1ccc(NC(=O)c2c(-c3ccccc3Cl)noc2C)c(OC)c1	-1.05	i	-1.5
